Assay outcomes: PubChem BioAssay, Small Molecule Screening Facility, UW Madison
PriA SSB inh – inhibitors of Klebsiella pneumoniae PriA binding to SSB C-terminal tail, primary screen, biochemical, AlphaScreen; inhibition, % at 33 µM; hit rate 0.6% among 430,000; AID 1272365, 2023; AlphaScreen SSBct-PriA binding, biotinylated peptide; in the data active means inhibition mostly above about 37%, no sharp cut-off; inactive means mostly below about 20%;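 further: plate controls were negative control peptide for no effect and reference peptide for full effect; strong numbers were not always called active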
Active calls of the source: *; & = joins results of further samples.

SMILES | PriA SSB inh
Cc1nnc(NN=CC(C)c2ccccc2)[nH]c1=O (stereo not given) | 0
CCn1ccnc1CN1CCOCC1 | -10
CN(C)C=Nc1nc2nccc(-c3ccc(Cl)cc3)n2n1 | -9
O=C(Cc1ccc(Cl)cc1)NCCn1nc(-c2ccc(F)cc2)ccc1=O | 0
O=C(NCc1ccc(C(O)c2ccccc2)s1)c1ccccc1F (stereo not given) | -18
C=CCN1C(=O)C(C)(C)COc2cc(NC(=O)COc3ccc(F)cc3)ccc21 | 18
COc1cc(C=NNC(=O)c2cccc(S(=O)(=O)N3CCCCC3)c2)cc(Br)c1O | 18
CC(=O)c1sc(NC(=O)c2cccc(C(F)(F)F)c2)nc1C | -12
Cn1nnc2c(NCCc3ccc(F)cc3)ncnc21 | -4
CCCON=C1C(=O)N(c2ccccc2)c2ccccc21 | -13
COc1ccc2nc(-c3ccc(C)c(NC(=O)C(C)(C)C)c3)cn2n1 | 1
Cc1cc(=O)[nH]c(SCC(=O)N(c2ccccc2)C(C)C)n1 | 5
O=C(NCc1nnnn1C1CCCCC1)c1ccc(S(=O)(=O)N2CCCCC2)cc1 | 8
CCn1c(SCC(=O)NN=C/C(C)=C/c2ccco2)nnc1-c1ccccc1 | -6
COCCNC(=O)N(Cc1ccsc1)Cc1ccco1 | 2
COc1ccc(F)cc1S(=O)(=O)NCCn1nc(-c2ccsc2)cc1C1CC1 | -4
COc1ccc(S(=O)(=O)Nc2ccc(C(=O)Nc3ccc4c(c3)OCO4)cc2)cc1 | -14
CCOC(=O)c1cnc2ccc(C(=O)OC)cc2c1Nc1ccccc1OC | 2
COc1cccc(C(=O)N=c2sc3ccc(C)c(C)c3n2C)c1 | -4
CC1(C(=O)N/N=C\c2ccccc2O)CCC(c2nc3ccccc3[nH]2)C1(C)C (stereo not given) | 6
Cn1nc(-c2ccccc2)cc1C(=O)N1CCC(Oc2ncccc2C#N)CC1 | -8
O=C(NCCNS(=O)(=O)c1cccs1)c1ccc(NC(=O)C2CCCC2)cc1 | -6
CC(=O)Nc1ccc2c(c1)CCN2C(=O)c1ccco1 | 4
O=C(NN=Cc1c(O)n(-c2ccc(Cl)cn2)c(=O)c2ccccc12)c1ccncc1 | -5
COc1ccc(-n2c(C)nc3ccc(NC(=O)c4c(F)cccc4Cl)cc3c2=O)cc1 | 5

Entries listed so far that have a Cl atom:
SMILES | PriA SSB inh
CN(C)C=Nc1nc2nccc(-c3ccc(Cl)cc3)n2n1 | -9
O=C(Cc1ccc(Cl)cc1)NCCn1nc(-c2ccc(F)cc2)ccc1=O | 0
O=C(NN=Cc1c(O)n(-c2ccc(Cl)cn2)c(=O)c2ccccc12)c1ccncc1 | -5
COc1ccc(-n2c(C)nc3ccc(NC(=O)c4c(F)cccc4Cl)cc3c2=O)cc1 | 5

The listing picks up; the three compounds before the break are reprinted first.
SMILES | PriA SSB inh
CC(=O)Nc1ccc2c(c1)CCN2C(=O)c1ccco1 | 4
O=C(NN=Cc1c(O)n(-c2ccc(Cl)cn2)c(=O)c2ccccc12)c1ccncc1 | -5
COc1ccc(-n2c(C)nc3ccc(NC(=O)c4c(F)cccc4Cl)cc3c2=O)cc1 | 5
CN(CC(=O)N1CCc2ccccc21)S(=O)(=O)c1cccc2cnccc12 | -3
CCOC(=O)CSc1ncc(-c2ccc(Br)cc2)n1Cc1ccco1 | 26
O=C(CC1CCCC1)NCCn1ncc2c(=O)n(Cc3ccc(F)cc3)cnc21 | -11
CC(C)C(=O)NCCc1ccc(N(C)C)cc1 | -3
CSc1ccccc1NC(=O)C(=O)NC[C@@](O)(c1cccs1)C1CC1 | -9
O=C(Cc1ccsc1)N1CC(N2C(=O)CCC2=O)C1 | -21
O=C(CON=Cc1ccc(OC(F)F)cc1)NC1CCCCCC1 | 0
COc1ccc(CCC(=O)Nc2ccc3nc(C)n(-c4ccc(F)cc4)c(=O)c3c2)cc1 | 2
Cc1nc(N)nc(-c2ccccn2)n1 | 20
O=C(c1cc(-c2ccc(F)cc2)n[nH]1)N1CCN(Cc2cnc3ccccn23)CC1 | -10
NC(=O)CSc1nnc2ccc3ccccc3n12 | 2
Cc1cccc2c(=O)c(-c3ccc4c(c3)OCO4)c(NC(=O)C3CCCCC3)oc12 | -9
Cc1ccc(C)c(-n2c(N)c(C(=O)NC3CCCC3)sc2=S)c1 | 26
O=C(NCC[C@H](O)c1ccc2c(c1)OCO2)c1cc(-c2ccccc2)on1 | -6
O=C(Nc1ccc2c(c1)N(C(=O)c1ccco1)CCC2)c1cc(Cl)ccc1[N+](=O)[O-] | 5
CCc1cc(S(=O)(=O)N2c3ccccc3CC2C)ccc1OC (stereo not given) | -17
CCOc1ccc(C)cc1S(=O)(=O)NCC1CCN(Cc2ccccc2)CC1 | -17
CC(=O)Nc1ccc(C(=O)N2CC[C@H](S(=O)(=O)c3ccc(Cl)cc3)C2)cc1 | -2
CC(=O)N1CCN(c2ccnc3c2c(=O)n(Cc2cc(C)ccc2C)c(=O)n3C)CC1 | -7
O=c1ccc(-c2ccccc2)nn1CCCNS(=O)(=O)c1cccc(C(F)(F)F)c1 | -10
O=C(NCc1nc2ccccc2[nH]1)C1CN(C(=O)c2cccs2)C1 | -4
COC(=O)Nc1nc(CC(=O)NCc2ccco2)cs1 | -11
COc1ccc2c(c1)CCCC2(O)CNC(=O)c1ccoc1 (stereo not given) | -2
Cc1cccc2sc(N3CC(OC(=O)c4csc(-c5ccccc5)n4)C3)nc12 | -4
CCCN1C(=O)C(C)(C)COc2ccc(NC(=O)c3cc(OCC)c(OCC)c(OCC)c3)cc21 | 23

The results go on.
SMILES | PriA SSB inh
Cc1cc(NC(=O)C2CCN(c3ccc(=O)n(C)n3)CC2)n[nH]1 | 3
CC(Cc1ccco1)NC(=O)CSCc1ccccc1 (stereo not given) | -10
Cn1nc(-c2ccccc2NC(=O)c2cncc(Br)c2)ccc1=O | -5
CN(C)S(=O)(=O)c1ccc(C(=O)NCCCn2nc(-c3cccnc3)ccc2=O)cc1 | -11
CN(C)c1ncc(NS(=O)(=O)c2cccs2)cn1 | 7
CO[C@@H](CNC(=O)N1CCNC1=O)c1ccccc1C | -5
O=S(=O)(NCCn1nc(-c2cccs2)cc1C1CC1)c1cccs1 | 6
COc1cccc(C(=O)NCCOc2cccc(C(F)(F)F)c2)c1 | -23
COc1cccc(C=c2sc(=CC(=O)c3ccc(C)cc3)[nH]c2=O)c1OC | 3
CC(C)(C)c1csc(NN=Cc2ccc(O)cc2)n1 | 19
CC(C)(C)c1ccc(C(=O)N2CCCCCC2)cc1 | -4
O=C(NCCC(O)c1cc2ccccc2o1)C1COc2ccccc2O1 (stereo not given) | -20
CC(=O)Nc1cccc(NC(=O)c2csc(Nc3ccc(S(C)(=O)=O)cc3)n2)c1 | -10
COc1ccc(N2CCN(Cc3nc4c(c(=O)n(C)c(=O)n4C)n3CC(O)CO)CC2)cc1 (stereo not given) | -2
CCn1nnc2c(SCc3c(F)cccc3Cl)ncnc21 | -7
O=C(c1ccno1)N1CCC[C@H](Cc2nc(-c3cnccn3)no2)C1 | -14
COc1cc(C(=O)Nc2nnc(SCC(=O)c3ccccc3)s2)c([N+](=O)[O-])cc1OC | 11
Cc1cc(C(=O)Nc2nc(C(=O)Nc3cccnc3)co2)no1 | -2
CCOC(=O)Cn1c(=NC(=O)c2cc(=O)c3ccccc3o2)sc2cc(S(N)(=O)=O)ccc21 | -4
O=C(CC(NCc1ccccc1)C(=O)O)Nc1ccc(OC(F)F)cc1 (stereo not given) | -8
O=C(CCc1ccc(-c2ccc(Cl)cc2)o1)NC1CCCC1 | -2
O=C(NCCC(O)C1CC1)c1ccc2nsnc2c1 (stereo not given) | -12
Cc1cccc(NC(=O)Nc2c(C)nc3c(C)cccn3c2=O)c1 | -7
COC(=O)COc1cc(-c2cccc(Cl)c2)nc2ccc(NC(=O)Nc3ccc(F)cc3F)cc12 | 0
Fc1cc(Cl)c2ncccc2c1 | 21

(further entries)
SMILES | PriA SSB inh
NC(=O)CN1CCN(c2ccccc2)CC1 | 1&33
O=C(CS(=O)(=O)c1ccc(Cl)cc1)Nc1nc(-c2ccc3c(c2)OCCO3)cs1 | 16
CCS(=O)(=O)C1CN(C(=O)C2CCCO2)C1 (stereo not given) | 6
Cc1nn(-c2ccccc2)c(C)c1C=NN1CCN(c2ccccn2)CC1 | 15
C(=Nc1ncn[nH]1)c1cccs1 | -10
O=C(NCCn1nc(-c2ccsc2)cc1C1CC1)c1ccc(Cl)s1 | -8
O=c1cc(-c2ccccc2)nc(SCc2nc(-c3cccc(Cl)c3)no2)[nH]1 | 3
Cc1ccc(NC2SC(=O)NC2=O)c(C)c1 (stereo not given) | -8
O=C(Nc1ccc(F)c(Cl)c1)C1CN(C(=O)c2cnccn2)C1 | -19
Cc1cc(C)c2sc(N(CCCN3CCOCC3)C(=O)c3ccno3)nc2c1 | -4
COc1ccc(S(=O)(=O)Nc2cccc(C(=O)Nc3nc4c(s3)C(=O)CC(C)(C)C4)c2)cc1 | -5
COc1ccc(CNC(=O)CCCCn2c(=O)[nH]c3cc(OC)c(OC)cc3c2=O)cc1 | -12
CC(C)NC(=O)C(=O)NC1CCCC1 | -6
COc1cccc(NC(=O)NCCn2nc(-c3ccco3)ccc2=O)c1 | 2
COc1nn(C)cc1C(=O)N1CCC(n2c(=O)[nH]c3ccccc3c2=O)CC1 | -26
CCOc1ncccc1C(=O)N1CCc2nc3ccc(Cl)cn3c(=O)c2C1 | -7
Cc1ccc(-c2csc(NCc3ccccc3)n2)s1 | -11
COc1cccc2cc(C(=O)NCC3CCN(c4ccc(C)nn4)CC3)oc12 | 5
CCn1cc(C(=O)NCc2nc(-c3cccn3C)no2)c(=O)c2ccc(C)nc21 | -11
O=C(Cn1cnc2c(cnn2CCO)c1=O)N1N=C(c2cccs2)C[C@H]1c1ccc(F)cc1 | -1
Cc1ccccc1N1C(=O)C(=Cc2ccco2)C(=O)N(c2ccccc2C)C1=O | -6
COc1ccc(C)cc1NC(=O)COc1cc(C)c(Cl)c(C)c1 | -8&-6
O=C(C1CCN(c2ccc(-c3ccccc3)nn2)CC1)N1CCOCC1 | -8
O=S(=O)(NCCOc1ccc(F)cc1)c1ccc(Cl)c(Cl)c1 | -31
COc1ccc(S(=O)(=O)NCCN2CCN(c3ccccc3OC)CC2)cc1F | -3

Reformatted with tabs: part of the list above.
Molecule	PriA SSB inh
Cc1nn(-c2ccccc2)c(C)c1C=NN1CCN(c2ccccn2)CC1	15
COc1ccc(S(=O)(=O)NCCN2CCN(c3ccccc3OC)CC2)cc1F	-3
NC(=O)CN1CCN(c2ccccc2)CC1	1&33
O=S(=O)(NCCOc1ccc(F)cc1)c1ccc(Cl)c(Cl)c1	-31
COc1ccc(S(=O)(=O)Nc2cccc(C(=O)Nc3nc4c(s3)C(=O)CC(C)(C)C4)c2)cc1	-5
O=c1cc(-c2ccccc2)nc(SCc2nc(-c3cccc(Cl)c3)no2)[nH]1	3
COc1cccc(NC(=O)NCCn2nc(-c3ccco3)ccc2=O)c1	2

Fetched by structure from the list above (four):
SMILES | PriA SSB inh
COc1cccc2cc(C(=O)NCC3CCN(c4ccc(C)nn4)CC3)oc12 | 5
Cc1ccc(-c2csc(NCc3ccccc3)n2)s1 | -11
CCS(=O)(=O)C1CN(C(=O)C2CCCO2)C1 (stereo not given) | 6
COc1nn(C)cc1C(=O)N1CCC(n2c(=O)[nH]c3ccccc3c2=O)CC1 | -26

Next results
SMILES | PriA SSB inh
NC(=O)C1CCCN1S(=O)(=O)c1ccccc1 (stereo not given) | 12
Cc1ccccc1OCC(=O)NN=C1SCC(=O)N1Cc1ccccc1 | -12
CC(=O)c1ccc(N2CCN(C(=O)N[C@H]3CC(=O)N(c4ccc(Cl)cc4)C3)CC2)cc1 | -26
CC(O)(CNC(=O)c1cccs1)c1ccc(-c2ccccc2)cc1 (stereo not given) | -9
Cc1cc(C(=O)NCC(c2ccccc2Cl)N(C)C)c(C)o1 (stereo not given) | -7
O=S(=O)(c1ccc2c(c1)CCCC2)N1CCC(Oc2ncccn2)CC1 | 11
C=CCN1C(=O)C(C)(C)COc2ccc(NS(=O)(=O)c3ccc(OC)c(Cl)c3)cc21 | 9
COC(=O)CCC(O)=C1C(=N)CC(C)(C)CC1=O | -17
O=C(CCc1cccc(Cl)c1)Nc1ccccc1Cc1nc(-c2cnccn2)no1 | 4
COc1ccc(SCC(=O)Nc2nc3c(Br)cccc3s2)cc1 | -6
CCOc1ccc(N(C)S(=O)(=O)c2ccsc2-c2nc(-c3ccccc3C)no2)cc1 | 2
Cc1ccc(/C=C/S(=O)(=O)N2CC(S(=O)(=O)c3ccc(F)cc3)C2)cc1 | -9
CN1CCN(C(CNC(=O)C2CCCCC2)c2ccc3c(c2)OCO3)CC1 (stereo not given) | -16
O=C(Nc1ccccc1C(F)(F)F)N1CCN(C(=O)c2cnn3ccccc23)CC1 | -14
O=C(Nc1cnc(Oc2ccccc2)nc1)c1ccc(Br)o1 | -9
c1ccc(CNc2nc3ccccc3s2)nc1 | 3
CCOC(=O)N1CCC(NC(=O)CCc2nnc3c(N4CCCCC4)nc4ccccc4n23)CC1 | -3
CCOc1ccccc1CNC(=O)c1cn(-c2cccc(Cl)c2)nn1 | -16
COc1ccc(-c2csc(CN3CCN(C(=O)C(C)Oc4ccccc4)CC3)n2)cc1 (stereo not given) | 0
CC(C)c1nnc(C2CCN(C(=O)c3ccc(Br)o3)CC2)o1 | -5
CC(C)c1n[nH]c(=S)c2c1cnn2-c1ccc(F)cc1 | 6
C/C(C=NNC(=O)c1nnn(-c2nonc2N)c1CN1CCC(C)CC1)=C/c1ccccc1 | -3
CC(C)CS(=O)(=O)Nc1ccc2c(c1)N(C(=O)C(C)C)CCC2 | -6
CC(C)(Oc1ccc(Cl)cc1)C(=O)Nc1cnoc1 | -14
Cc1c(C(=O)Cn2cnc3c2c(=O)n(C)c(=O)n3C)c2ccccc2n1C | -10
O=C(NCCN1CCN(c2ccc(F)cc2)CC1)c1ccc(Cl)cc1 | -1
CCOC(=O)NN=Cc1cc(OC)c(O)c(OC)c1 | -18
O=C(c1ccsc1)N1CC(S(=O)(=O)Cc2ccco2)C1 | -19
C=CCN1C(=O)C(C)(C)COc2cc(NS(=O)(=O)c3ccc(CC)cc3)ccc21 | -4
Cc1ccc(S(=O)(=O)NN=C2CC(c3ccccc3)Oc3ccccc32)cc1 (stereo not given) | -9

The list is partial (hit frequency here may not be typical).
